# Source: PubChem (several laboratories)
# CTSL1 counter = cathepsin L1 inhibition, PFM18AAP counter-screen; 300,000 compounds, 0.49% hits; recombinant F. hepatica cathepsin L1, Z-Leu-Arg-MCA fluorescence; AID 1906; inhibition, % at 5.96 µM;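 active means inhibition above the mean of all tested compounds plus 3 SD, set per screening campaign, cut at about 17% in these data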;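 further: 0% = plate median of test compound wells and 100% = 1 µM Z-Phe-Ala-diazomethylketone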
# PP5 inh = PP5 (human) phosphatase inhibition; AID 1987; purified PP5c, OMFP substrate fluorescence; P53041; 320,000 compounds, 0.18% hits; inhibition, % at 6.7 µM;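 active means inhibition above the campaign's mean inhibition across all tested compounds plus 3 SD, cut at about 9.5% in these data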;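 further: 0% = DMSO only and 100% = 100 µM cantharidin control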
# TPT1 inh = blocks Candida albicans tRNA 2'-phosphotransferase; 300,000 compounds, 0.81% hits; recombinant caTPT1, FP RNA substrate dephosphorylation; inhibition, % at 5 µM; AID 1962;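 active means inhibition above the mean of all tested compounds plus 3 SD, set per screening campaign, cut at about 24% in these data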;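 further: plate controls were DMSO alone for no effect and ferristatin control at 100 nM for full effect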
# GASC-1 inh = human JMJD2C demethylase inhibition; Q9H3R0; GST-JMJD2C(1-420) H3K9me3 demethylation, DELFIA europium; inhibition, % at 2.35 µM; 330,000 compounds, 0.069% hits; AID 2099;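 active means more than half of a compound's replicate wells show inhibition beyond 50%, single wells judged on their own value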;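 further: signal counts dimethyl H3K9 product captured on neutravidin plate; 0% = median of DMSO wells and 100% = 0.3 times that DMSO median; strong numbers were not always called active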
# Target sequence (Q9H3R0 1-420 limits assumed): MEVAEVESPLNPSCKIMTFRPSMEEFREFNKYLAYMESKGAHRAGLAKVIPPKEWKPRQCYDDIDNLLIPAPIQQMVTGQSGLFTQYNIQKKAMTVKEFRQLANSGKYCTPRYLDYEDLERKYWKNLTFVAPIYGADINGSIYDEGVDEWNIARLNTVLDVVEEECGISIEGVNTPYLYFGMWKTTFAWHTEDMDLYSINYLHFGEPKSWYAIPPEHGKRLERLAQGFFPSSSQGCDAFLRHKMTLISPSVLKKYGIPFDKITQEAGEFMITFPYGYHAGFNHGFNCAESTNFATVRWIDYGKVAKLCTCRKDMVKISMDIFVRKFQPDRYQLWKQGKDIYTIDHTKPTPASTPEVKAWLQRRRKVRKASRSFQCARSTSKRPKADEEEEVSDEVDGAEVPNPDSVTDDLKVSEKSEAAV
# LYPLA2 inh = LYPLA2 (human) inhibition in PME1 counter-screen. O95372. recombinant LYPLA2, FP-Rh probe fluorescence polarization. inhibition, % at 5.9 µM. 320,000 compounds, 0.38% hits. AID 2177;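 active means inhibition above the screen-wide mean plus 3 SD, limit set per campaign, cut at about 26% in these data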;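 further: 0% = LYPLA2 with DMSO and 100% = wells lacking LYPLA2 enzyme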
# Target sequence (O95372 whole entry, looked up): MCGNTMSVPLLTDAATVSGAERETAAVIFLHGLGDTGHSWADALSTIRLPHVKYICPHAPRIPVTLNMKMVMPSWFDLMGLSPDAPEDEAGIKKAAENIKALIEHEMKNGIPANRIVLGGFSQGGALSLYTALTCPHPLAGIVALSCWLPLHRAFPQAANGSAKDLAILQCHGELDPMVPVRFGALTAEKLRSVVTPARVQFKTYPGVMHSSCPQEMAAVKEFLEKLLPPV
# PP1 counter = counter-screen for PP5 inhibitors: inhibitors of human PP1-alpha | P62136 | purified PP1alpha, OMFP fluorescence | inhibition, % at 6.7 µM | 320,000 compounds, 0.9% hits | AID 2235;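 active means inhibition above the mean inhibition of all tested compounds plus 3 SD, computed separately for each screening campaign, cut at about 15% in these data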
# Target sequence (P62136 whole entry, looked up): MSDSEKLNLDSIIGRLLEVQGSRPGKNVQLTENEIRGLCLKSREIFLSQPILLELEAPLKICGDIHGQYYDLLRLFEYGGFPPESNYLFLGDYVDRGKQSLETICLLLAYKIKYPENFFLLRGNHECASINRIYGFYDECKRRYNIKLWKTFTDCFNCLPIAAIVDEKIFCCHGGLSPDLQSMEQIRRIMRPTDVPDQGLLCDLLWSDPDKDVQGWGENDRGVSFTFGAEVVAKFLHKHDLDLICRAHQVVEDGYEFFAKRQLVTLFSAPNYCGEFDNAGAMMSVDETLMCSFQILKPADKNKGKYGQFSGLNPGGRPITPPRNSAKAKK
# PREPL inh = inhibits the human prolyl oligopeptidase-like enzyme; recombinant PREPL, fluorescence polarization activity-based probe; 320,000 compounds, 0.68% hits; inhibition, % at 5.96 µM; in the data active means inhibition above about 43%;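 further: 0% = enzyme with DMSO and 100% = wells lacking enzyme; many of its hits are not listed in these tables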
# Efflux pump mplx = antifungal efflux pump inhibition, Nile Red retention | S. cerevisiae Candida pump triplex | inhibition, % at 10 µM | 330,000 compounds, 0.44% hits | AID 485275;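 active means plate passing quality check with inhibition over a set limit, or well fluorescence over plate mean plus 4 SD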;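 further: Nile Red retained in pooled yeast measured as flow cytometry median fluorescence; 0% = buffer negative control and 100% = Enniatin B positive control; higher means more Nile Red kept so more efflux inhibition; some compounds called inactive have numbers as strong as hits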
# HCV core dimer = HCV core protein dimerization inhibition. 300,000 compounds, 0.33% hits. AID 1899. inhibition, % at 5 µM. TR-FRET GST/Flag-core106 dimerization, 1536-well;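 active means inhibition above the mean of all tested compounds plus 3 SD, set per screening campaign, cut at about 45% in these data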
#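 test system = GST/Flag-tagged HCV core106 proteins | probe or stimulus = Eu donor and XL665 acceptor anti-tag antibodies | times = compound-protein-antibody incubation 4 h at 22.5 °C | signal = TR-FRET, excitation 340 nm, emission 617 and 671 nm | measure = percent inhibition of core106 dimerization signal | controls = wells lacking GST-core106 and wells with excess unlabelled core106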
# * = called active by the depositor; . = not tested or not shown. A portion of the library, so the mix of outcomes need not match the whole.
# The first 5 records, to show the layout:
SMILES,CTSL1 counter,PP5 inh,TPT1 inh,GASC-1 inh,LYPLA2 inh,PP1 counter,PREPL inh,Efflux pump mplx,HCV core dimer
O=S(=O)(c1cccs1)N1CCN(c2ccc(Cl)cc2)CC1,-3,1.0,-2,35,4,0,-45,-0.2,4
CCC(CC)c1nnc(NC(=O)c2ccc(S(=O)(=O)N3CCc4ccccc4C3)cc2)s1,-2,-0.7,0,5,2,-2,2,-0.2,10
CCOC(=O)c1ccc(NC(=O)NS(=O)(=O)c2ccc(C)cc2)cc1,-2,0.9,-3,0,4,-5,1,-0.1,-2
CCOC(=O)[C@H]1[C@H]2COc3ccc(OC)cc3[C@@H]2N2C(=O)CN(Cc3ccc(C)cc3)C(=O)[C@@]12C,.,0.4,.,3,-2,-2,9,0.3,.
CC1CCCCC12NC(=O)N(CC(=O)OCc1ccc(Br)cc1)C2=O (configuration not stated),.,1.9,.,.,13,-3,15,-0.1,.

# The whole of this part, previewed entries included:
SMILES,CTSL1 counter,PP5 inh,TPT1 inh,GASC-1 inh,LYPLA2 inh,PP1 counter,PREPL inh,Efflux pump mplx,HCV core dimer
O=S(=O)(c1cccs1)N1CCN(c2ccc(Cl)cc2)CC1,-3,1.0,-2,35,4,0,-45,-0.2,4
CCC(CC)c1nnc(NC(=O)c2ccc(S(=O)(=O)N3CCc4ccccc4C3)cc2)s1,-2,-0.7,0,5,2,-2,2,-0.2,10
CCOC(=O)c1ccc(NC(=O)NS(=O)(=O)c2ccc(C)cc2)cc1,-2,0.9,-3,0,4,-5,1,-0.1,-2
CCOC(=O)[C@H]1[C@H]2COc3ccc(OC)cc3[C@@H]2N2C(=O)CN(Cc3ccc(C)cc3)C(=O)[C@@]12C,.,0.4,.,3,-2,-2,9,0.3,.
CC1CCCCC12NC(=O)N(CC(=O)OCc1ccc(Br)cc1)C2=O (configuration not stated),.,1.9,.,.,13,-3,15,-0.1,.
CC(C)(C)c1ccc(/C=N/OCC(=O)NCc2ccc(F)cc2)cc1,2,3.6,-2,-24,-5,6,20,0.6,0
COc1ccc(CNC(=O)CSc2nnc3c(Cl)cc(C(F)(F)F)cn23)cc1OC,-4,3.0,2,-4,3,-7,1,-0.2,6
Oc1oc(-c2ccccc2)nc1C=Nc1cccc2ccccc12,0,-2.5,6,-2,-5,-3,40,-0.1,-3
Cc1ccccc1N(CC(=O)NCCc1ccccc1)C(=O)c1csnn1,5,0.0,-6,4,7,-2,-3,-0.1,-2
COc1ccc(C2CC(=O)Nc3cc(C)c(C)cc32)c(OC)c1OC (configuration not stated),-2,5.0,-1,-3,7,-1,6,-0.2,3
CCOc1ccc(N(CC(=O)NCCc2ccccc2)C(=O)c2csnn2)cc1,2,-1.3,-3,6,0,0,-14,0.0,-2
CCC1C(C#N)=C(SCC(N)=O)NC2=C1C(=O)CC(C)(C)C2 (configuration not stated),0,-0.1,3,10,0,-2,4,-0.1,2
Cc1ccc(NC(=O)COC(=O)C2CCC2)cc1S(=O)(=O)N1CCCCC1,-8,0.2,-2,2,-1,-5,-3,0.0,3
O=C(/C=C/c1cccc(Br)c1)N1CCN(c2ccccn2)CC1,6,1.5,1,7,11,-2,11,0.2,-2
O=C(Cc1ccccc1)NCc1n[nH]c(=S)n1-c1ccccc1,-1,-7.6,1,-1,-7,0,3,0.3,-1
COc1cc(OC)cc(C(C)=O)c1,-4,-1.8,5,78,0,-3,5,0.3,-3
COC(=O)c1ccc(CN2CCCC(CO)(Cc3ccccc3F)C2)cc1 (configuration not stated),3,0.2,0,-22,2,-2,21,0.1,2
CCOC(=O)c1cc(-c2ccccc2)n(CCC(=O)N2CCN(c3ccccc3OC)CC2)c1C,-1,3.5,-1,0,4,2,9,1.4,10
O=S(=O)(c1ccc(S(=O)(=O)N2CCCC3(CCCCC3)C2)cc1)N1CCCCC1,-2,0.3,-4,-5,-3,-3,-1,-0.1,-5
Cc1ccc(C(=O)N/C(=C\c2ccccc2F)c2nc(=S)[nH][nH]2)cc1,7,-0.4,-8,20,-3,0,17,-0.3,-4
CC(=O)Nc1sc(N/N=C/c2ccccc2)nc1-c1ccc(C)cc1,3,2.9,0,0,12,-4,7,0.0,-12
O=C(Nc1ccc2c(c1)OCO2)C1CC(=O)N(c2ccc(F)cc2)C1 (configuration not stated),1,-0.7,0,-2,-2,-1,12,-0.2,18
CCOc1cc(C2NC(=O)CCC2[N+](=O)[O-])cc(Br)c1OC (configuration not stated),3,0.5,-2,-5,0,-4,7,0.0,-2
CC(=O)c1ccc(NC(=O)Cn2cnc(S(=O)(=O)N3CCC(C)CC3)c2)cc1,-6,2.1,2,1,6,-2,3,-0.1,-1
Brc1ccc(-c2csc(N3CCC(c4ccccc4)C3)n2)cc1 (configuration not stated),-3,0.2,0,-3,0,-3,0,-0.2,-2
# Carrying on.
SMILES,CTSL1 counter,PP5 inh,TPT1 inh,GASC-1 inh,LYPLA2 inh,PP1 counter,PREPL inh,Efflux pump mplx,HCV core dimer
COc1ccc(C(CNC(=O)C2COc3ccccc3O2)N2CCCC2)cc1 (configuration not stated),.,0.7,.,-2,7,-3,15,-0.3,.
O=C(CCOc1ccccc1F)N1CCN(c2ccccc2O)CC1,1,3.4,-5,1,0,-5,-4,0.1,0
Cc1nc2c(c(=O)c3ccccc3n2C)c(=O)n1-c1ccc(F)cc1,-2,3.6,-1,-3,-2,-3,6,0.0,7
CN(C)S(=O)(=O)c1ccc(NC(=O)COC(=O)C2COc3ccccc3O2)cc1 (configuration not stated),-8,-0.1,0,4,-4,0,2,-0.1,-4
Cc1ccc(NC(=O)C(=O)NCCc2c[nH]c3ccccc23)c(C)c1,-2,-2.7,0,1,2,1,-10,-0.1,1
O=C(NNC1=NCCC1)C1CC1,-1,-0.4,-2,-9,5,0,-2,0.0,-4
CCOC(=O)N1CCC(NC(=O)Cn2nc(-c3ccccc3)ccc2=O)CC1,3,2.7,3,22,3,2,13,0.1,-2
O=C(CSc1nc2[nH]c(=O)cc(O)c2s1)Nc1ccc(Br)cc1,.,-0.7,.,8,-4,3,1,-0.4,.
O=C(NCCN1CCN(C(=O)c2ccc([N+](=O)[O-])cc2)CC1)C(=O)Nc1ccc(F)cc1,2,4.3,0,30,1,1,0,0.1,1
Cc1ccc(NC(=O)C(C)N2C(=O)c3ccccc3C2=O)cc1C (configuration not stated),-5,-0.1,0,1,6,2,-2,0.1,-2
Brc1cc2c(cc1Cn1c(-c3cncs3)nc3ccccc31)OCO2,3,5.2,1,6,3,2,-11,0.1,14
CCC(C)N1C(=O)CCC1C(=O)N1CCN(c2ccccc2F)CC1 (configuration not stated),0,1.0,0,0,-2,-3,12,0.1,-4
Oc1[nH]c2ccccc2c1N=Nc1ccc(C(F)(F)F)cn1,13,-9.1,-2,2,-3,5,6,-0.1,-11
CN(Cc1c(F)cccc1Cl)S(=O)(=O)c1cccs1,-6,3.8,1,4,-2,2,-8,0.1,-3
CCCCc1nnc(NC(=O)Cc2ccc(OC)c(S(=O)(=O)N3CCOCC3)c2)s1,3,-1.3,-4,-2,1,-7,-3,0.0,4
CC(C)C[C@H](NC(=O)N1CCCCCC1)C(=O)O,13,2.9,-4,38,-1,-2,27,-0.1,-4
Cc1nnc(SCC(=O)Nc2cccnc2Cl)s1,3,-0.9,-3,-2,1,-1,1,0.0,-1
CC(C)Cc1ccc(C(C)C(=O)Nc2nccs2)cc1 (configuration not stated),3,2.2,3,-17,4,0,-11,-1.2,2
CCOc1nc(Nc2ccc(OC)cc2)nc(N2CCOCC2)n1,-2,0.4,-2,-2,-2,2,10,0.0,-5
Cc1ccc(-n2c(=S)[nH]c3sc4c(c3c2=O)CCc2ccccc2-4)cc1,-1,4.2,0,-2,0,-2,4,0.0,-1
CC1(C)C2([N+](=O)[O-])CN3CC1([N+](=O)[O-])CN(C2)C3c1ccccc1 (configuration not stated),0,1.3,-2,3,0,0,6,0.1,2
COc1ccc(NC(=O)CN(C)S(=O)(=O)c2cccc3cccnc23)cc1,0,-0.3,-3,-9,2,4,-2,0.0,-3
CCOc1ccc(C(=O)NC(=S)Nc2ccccc2N2CCC(C)CC2)cc1[N+](=O)[O-],2,1.8,4,1,1,-4,3,0.0,11
Cc1cccc([C@@H]2[C@@H]3C(=O)N(Cc4ccccc4)C(=O)[C@@H]3[C@]3(CC(C)C)C(=O)N(c4cccc(Br)c4)C(=O)N23)c1,2,3.9,0,-1,-9,7,-7,-0.1,8
Oc1ccc(/C=N/n2c(C3CCCCC3)n[nH]c2=S)c(O)c1,-14,2.3,-2,3,-1,-1,3,0.1,-5
# The list continues.
SMILES,CTSL1 counter,PP5 inh,TPT1 inh,GASC-1 inh,LYPLA2 inh,PP1 counter,PREPL inh,Efflux pump mplx,HCV core dimer
COCCn1c(SCC(=O)Nc2c(C)n(C)n(-c3ccccc3)c2=O)nc2ccccc2c1=O,.,2.0,.,6,5,-3,12,0.0,.
Cc1csc(NC(=O)c2c(O)c3c(n(CC(C)C)c2=O)CCCC3)n1,5,1.9,2,-1,0,-6,-3,0.1,2
COc1cc(OC)cc(C(=O)NCc2n[nH]c(=S)n2-c2ccccc2)c1,-1,-0.3,0,3,-2,-4,-2,-0.2,-3
COc1ccc([N+](=O)[O-])cc1N(CC(=O)N1CCCC1)S(C)(=O)=O,1,-2.4,-2,-1,5,-1,2,0.0,1
O=C(O)CN(Cc1ccco1)S(=O)(=O)c1ccccc1,-1,-0.5,-4,3,2,2,8,-0.1,-6
C=CCN(CC=C)C(=S)Nc1ccc(OC)c(OC)c1,-1,-1.8,1,5,-8,-3,6,0.2,0
C=CCN(C(=O)CN1CCOCC1)c1nc(C)c(-c2ccccc2)s1,-3,3.0,-2,1,-3,0,12,0.0,0
COc1ccc(Cl)cc1NC(=O)CSc1nnc(COc2ccccc2)n1N,1,2.4,-2,-2,1,3,1,-0.2,-2
O=c1c2c3c(sc2nc2n1CCCCC2)CCCCC3,-1,1.2,-1,1,3,2,-6,0.0,0
O=C(C[n+]1ccccc1)c1ccc(NC(=O)c2ccccc2)cc1,3,3.8,3,-6,4,-3,15,-0.1,-16
O=C(Nc1ccccc1C(=O)N1CCOCC1)c1ccc(F)cc1,-3,0.7,0,114,3,-10,10,0.5,0
Cc1cc([N+](=O)[O-])ccc1NC(=O)C(C)N1CCN(c2ccccn2)CC1 (configuration not stated),1,0.5,0,-4,2,-4,31,0.1,2
COc1ccc(NC(=O)NNC(=O)COc2ccc3cc(Br)ccc3c2)c(OC)c1,2,-1.3,-6,-5,-4,20*,20,-0.2,36
O=C1CN(C(=O)COC(=O)c2ccccc2NCc2ccco2)c2ccccc2N1,3,2.6,3,-4,-5,5,-31,0.1,16
CO/N=C(/CS(=O)Cc1ccccc1Cl)c1ccc(Cl)cc1Cl (configuration not stated),4,2.4,1,-8,5,-3,5,0.1,-5
CCOC(=O)C1C(=O)NC(N2CCOCC2)=NC1c1ccco1 (configuration not stated),-2,1.0,-3,0,10,-2,17,-0.1,-5
O=C(COc1ccc(F)c(Cl)c1)N1CCCCCCC1,-1,5.3,-2,-7,4,-3,5,0.2,-9
CCCC(=O)CN1C(=O)C2(OCCO2)c2ccccc21,1,0.8,-2,6,1,-1,-3,0.0,-5
Cc1ccc(/C=N/N(C)C2=NS(=O)(=O)c3ccccc32)cc1,10,0.7,-3,2,5,-4,6,0.1,-15
CC(=O)Oc1c(Cl)cc(Cl)cc1/C=C/c1ccc2ccccc2n1,5,1.0,6,-10,-14,-4,12,0.2,5
